# Glyco luc inh: blocks N-linked glycosylation in D54 reporter cells; D54 ERlucT glycosylation luciferase reporter, 24 h; percent of 100 nM tunicamycin response; reporter increase, % at 12.5 µM; 360,000 tested, 0.23% active; AID 588692;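 active = mean luciferase reporter signal, scaled so untreated is 0 and the glycosylation-blocking control 100, at or above a set limit in every replicate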;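 also: luciferase carries N-glycosylation sites so blocking glycosylation raises the light; 0% = median of neutral control wells and 100% = median of 100 nM tunicamycin wells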
# PDI inh: PDI (human) enzyme inhibition. P07237. inhibition, % at 10 µM. 350,000 tested, 0.052% active. AID 588391. PDI insulin aggregation turbidity, A650, 90 min;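 active = mean inhibition across replicates of 30% or more, whatever share of single replicates reach that level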;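 also: absorbance from insulin aggregation driven by PDI reduction with DTT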
# Target sequence (P07237 whole entry, looked up): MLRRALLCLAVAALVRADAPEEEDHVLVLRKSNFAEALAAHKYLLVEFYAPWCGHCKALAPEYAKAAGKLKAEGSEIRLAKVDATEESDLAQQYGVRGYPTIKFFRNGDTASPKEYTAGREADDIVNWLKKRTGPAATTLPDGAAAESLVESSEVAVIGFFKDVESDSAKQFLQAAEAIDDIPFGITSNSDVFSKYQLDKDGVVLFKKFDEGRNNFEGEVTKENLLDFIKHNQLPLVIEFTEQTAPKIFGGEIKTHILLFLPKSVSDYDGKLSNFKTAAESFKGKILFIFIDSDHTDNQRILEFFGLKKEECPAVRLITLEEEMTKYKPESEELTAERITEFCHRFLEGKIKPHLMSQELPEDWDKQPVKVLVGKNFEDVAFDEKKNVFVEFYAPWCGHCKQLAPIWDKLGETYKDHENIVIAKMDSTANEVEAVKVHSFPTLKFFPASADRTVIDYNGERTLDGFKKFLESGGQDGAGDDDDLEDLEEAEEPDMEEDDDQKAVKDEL
# Vif imaging: HIV Vif inhibition; HEK293T cells, Vif self-association by quenched fluorescence, imaging, 24 h; inhibition, % at 7.49 µM; 340,000 tested, 0.35% active; in the data active = inhibition above about 50%, passing the limit was not always enough; also: some results filed as inactive read as strong as hits
# CaV13 FRET inh: Disruptors of the CACNA1D IQ motif to Ca2+-dependent inactivation inhibitor domain association, primary screening, Förster resonance energy transfer in intact living …; 340,000 tested, 0.098% active; inhibition, % at 12.3 µM; AID 743397; HEK cells, CFP/YFP FRET ICDI-IQ, plate reader, 10 min; percent FRET-ratio fall versus neutral wells;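 active = mean replicate inhibition of at least 30% and at least 1% of replicates passing that level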;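 also: 0% = median of the neutral control wells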
# aDG glyco up: increases alpha dystroglycan glycosylation | Pro5-aDG cells, alpha-DG glycosylation AlphaScreen (IIH6); 0% Pro5, 100% B10-LARGE cell signal | activation, % at 10 µM | 360,000 tested, 0.22% active | AID 624168;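 active = activation of at least 8% versus controls, or a plate z-score of at least 8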;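 also: Pro5 are CHO cells carrying HIG-tagged alpha-DG that lacks glycosylation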
# hiPSC survival: hiPSC single-cell survival enhancement; ATPlite luminescence; 100% = ROCK inhibitor wells, 0% = DMSO; survival enhancement, % at 20 µM; 360,000 tested, 0.044% active; in the data active = survival enhancement above about 18%;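 also: cells exposed to compounds for 16 hours before the ATP read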
# ABCB6 inh MLPCN: inhibitors of human ABC transporter ABCB6; Q9NP58; K562-ABCB6 porphyrin accumulation, flow cytometry, 1 h; stronger effect = lower value; fluorescence ratio to DMSO, % at 10 µM; 360,000 tested, 0.19% active;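 active = fluorescence ratio to DMSO below 75%, the collection mean minus 3 SD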;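 also: signal is porphyrin accumulated inside mitochondria; 100% equals median channel fluorescence of DMSO control wells; lower ratio means ABCB6 inhibition with less porphyrin fluorescence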
# Cardio protect: modulators protecting cardiomyocytes from myocardial damage | H9c2 cardiomyocytes, H2O2 injury protection, ATPLite, 2 h | protection from H2O2 cell death, % at 20 µM | 360,000 tested, 0.63% active | AID 588492;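 active = compounds giving at least 50% protection of heart cells from peroxide-induced death in the single-dose screen, raw or plate-pattern-corrected value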;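 also: 0% = DMSO wells with peroxide and 100% = DMSO wells without peroxide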
# Exocytosis inh: lytic granule exocytosis inhibition. TALL-104 LAMP-1 surface exposure, flow cytometry; cells stimulated with thapsigargin and PMA. inhibition, % at 10 µM. 360,000 tested, 0.66% active. AID 651702;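 active = inhibition above about 55%, limit read from the data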
# m5-HT2A agonist: mouse HTR2A agonism via beta-arrestin recruitment; CHO-K1 mHTR2A beta-arrestin complementation, luminescence; percent of 30 µM serotonin response; activation, % at 7.6 µM; 360,000 tested, 0.66% active;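 active = activation above a run cutoff, the mean activation of all tested compounds plus 3 SD, cut at about 14% in these data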;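 also: 0% = plate median of compound wells and 100% = 30 µM serotonin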
# Target sequence (P35363 whole entry, looked up): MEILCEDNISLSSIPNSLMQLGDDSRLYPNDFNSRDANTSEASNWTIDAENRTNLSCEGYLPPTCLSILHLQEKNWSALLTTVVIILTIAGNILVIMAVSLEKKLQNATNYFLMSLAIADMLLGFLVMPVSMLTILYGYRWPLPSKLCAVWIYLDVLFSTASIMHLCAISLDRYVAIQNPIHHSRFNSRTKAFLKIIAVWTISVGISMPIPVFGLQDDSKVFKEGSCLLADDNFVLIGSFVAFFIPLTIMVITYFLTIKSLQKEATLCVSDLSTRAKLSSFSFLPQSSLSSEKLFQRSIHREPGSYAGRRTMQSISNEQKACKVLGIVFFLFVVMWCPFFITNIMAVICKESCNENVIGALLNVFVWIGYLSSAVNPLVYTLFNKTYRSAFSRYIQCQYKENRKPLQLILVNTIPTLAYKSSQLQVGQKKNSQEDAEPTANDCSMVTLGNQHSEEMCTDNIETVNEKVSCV
# * hit, by the source's call; . = not tested or not shown.
1	COc1ccccc1CNC(=O)/C=C/C(=O)O
2	C[C@H](CO)N1C[C@H](C)[C@H](CN(C)C(=O)Cc2cccnc2)Oc2ncc(Br)cc2C1=O
3	C=C(C)CNC(=S)N/N=C/c1ccc([N+](=O)[O-])cc1
4	COC(=O)[C@@H](Cc1c[nH]c2ccccc12)NC(=O)CNC(=O)c1ccccc1OC
5	C=CCOn1c(C)c(C(C)=O)c2c3nonc3ccc21
6	COc1ccc(/C=C(/NC(=O)c2ccccc2)C(=O)NC(Cc2c[nH]c3ccccc23)C(=O)O)cc1 (configuration not stated)
7	CC(=O)c1ccc(S(=O)(=O)Nc2ccc(C(=O)NC3CC3)cc2)cc1
8	COc1ccccc1Oc1ccnc2cc(Cl)ccc12

entry no.	1	2	3	4	5	6	7	8
Glyco luc inh	2	1	-2	1	-9	1	2	0
PDI inh	-6	2	-1	-6	-8	-2	4	10
Vif imaging	3	1	-5	14	-5	1	-3	-17
CaV13 FRET inh	-19	-2	-2	-2	.	.	-10	-4
aDG glyco up	-0.1	0.0	-0.3	-0.1	0.3	0.2	0.0	-0.1
hiPSC survival	1.0	-1.9	-1.1	0.0	11	1.6	-0.4	0.1
ABCB6 inh MLPCN	103	106	98	98	91	99	102	99
Cardio protect	4	4	2	1	13	2	3	-6
Exocytosis inh	-2	-4	-8	4	-5	-2	-3	41
m5-HT2A agonist	5	7	3	8	-8	-3	-4	-2

# An excerpt of these results, with two lines to a compound:
# Screens in order: Glyco luc inh | PDI inh | Vif imaging | CaV13 FRET inh | aDG glyco up | hiPSC survival | ABCB6 inh MLPCN | Cardio protect | Exocytosis inh | m5-HT2A agonist
(2) C[C@H](CO)N1C[C@H](C)[C@H](CN(C)C(=O)Cc2cccnc2)Oc2ncc(Br)cc2C1=O
  1 | 2 | 1 | -2 | 0.0 | -1.9 | 106 | 4 | -4 | 7
(4) COC(=O)[C@@H](Cc1c[nH]c2ccccc12)NC(=O)CNC(=O)c1ccccc1OC
  1 | -6 | 14 | -2 | -0.1 | 0.0 | 98 | 1 | 4 | 8
(5) C=CCOn1c(C)c(C(C)=O)c2c3nonc3ccc21
  -9 | -8 | -5 | . | 0.3 | 11 | 91 | 13 | -5 | -8
(6) COc1ccc(/C=C(/NC(=O)c2ccccc2)C(=O)NC(Cc2c[nH]c3ccccc23)C(=O)O)cc1 (configuration not stated)
  1 | -2 | 1 | . | 0.2 | 1.6 | 99 | 2 | -2 | -3

# Later entries:
9	O=C(NCCc1ccccc1)C(=O)c1c(-c2ccccc2)cc2ccccn12
10	CC(C)(C)NC(=O)C(c1ccc(Cl)cc1)N(Cc1ccco1)C(=O)CCl (configuration not stated)
11	COc1cccc2cc(C(=O)NC3CC4CCC3C4)oc12 (configuration not stated)
12	O=C(Cc1ccccc1[N+](=O)[O-])OCN1C(=O)c2ccccc2C1=O
13	O=C(Nc1cccc(C(F)(F)F)c1)c1cnccn1
14	NC(=O)NC(CC(=O)N1CCc2ccccc2C1)c1ccc(Cl)cc1 (configuration not stated)
15	O=C(NCc1ccc2c(c1)OCO2)c1cccc(C(=O)NCc2ccc3c(c2)OCO3)c1
16	Cc1ccccc1CNC(=O)c1ccccc1NS(C)(=O)=O

entry no.	9	10	11	12	13	14	15	16
Glyco luc inh	-1	3	-1	2	0	0	-3	1
PDI inh	-2	9	-4	-7	0	-9	-2	-5
Vif imaging	0	-6	-6	-9	14	2	5	10
CaV13 FRET inh	-5	-5	-3	.	-6	-2	-5	-4
aDG glyco up	0.0	0.1	-0.1	-0.2	-0.2	0.2	0.0	0.3
hiPSC survival	-0.7	-0.8	-0.6	0.2	-0.7	0.2	0.9	-2.7
ABCB6 inh MLPCN	96	96	94	103	100	106	91	114
Cardio protect	3	-4	5	4	1	8	32	0
Exocytosis inh	6	3	-12	0	8	5	-2	1
m5-HT2A agonist	-2	2	2	2	1	-4	-5	-3

17	CC(C)(C)c1ccc(C2=CC(c3ccccc3F)n3ncnc3N2)cc1 (configuration not stated)
18	COc1ccc(-c2cc(-c3n[nH]c(=S)n3-c3ccccc3OC)[nH]n2)cc1
19	C=CCNc1nc2c(c(=O)[nH]c(=O)n2C)n1CC(O)COc1ccc2ccccc2c1 (configuration not stated)
20	Cc1cc(NC(=O)CN2C(=O)NC(C)(c3ccc(OC(F)F)cc3)C2=O)no1 (configuration not stated)
21	O=C(c1ccccc1)N1CCN(C(=O)c2nn3c(C(F)(F)F)cc(-c4ccccc4)nc3c2Br)CC1
22	Nc1ncc(Br)cc1N=Cc1ccccc1
23	COc1ccc(N2CCSC2C(=O)NN)cc1 (configuration not stated)
24	O=C(c1ccccc1SCc1ccccc1)N1CCCCCC1

entry no.	17	18	19	20	21	22	23	24
Glyco luc inh	-2	2	5	1	0	-10	2	-1
PDI inh	1	4	-6	1	2	2	-3	1
Vif imaging	-1	2	2	-3	44	5	.	-6
CaV13 FRET inh	-7	-2	-20	1	-4	-5	.	2
aDG glyco up	0.1	0.0	0.0	0.3	0.0	0.0	-0.1	-0.3
hiPSC survival	-0.1	3.2	0.4	0.3	-0.3	-2.9	-0.9	2.0
ABCB6 inh MLPCN	94	107	96	87	93	97	108	100
Cardio protect	-5	14	-5	21	1	-6	5	4
Exocytosis inh	-2	5	3	3	-12	-1	-3	5
m5-HT2A agonist	5	4	-5	3	8	4	-1	0

25	CCc1ncc(/C=C2\C(=O)Nc3ccccc32)[nH]1
26	CC1(C)CC(=O)C(C=Nc2ccc3[nH]ncc3c2)=C(O)C1
27	Cc1ccc2nc(-c3cccnc3SCC(=O)N3c4ccccc4CC3C)[nH]c2c1 (configuration not stated)
28	Cc1ccc(CNC(=O)C2CCCN(c3nc4ccsc4c(=O)s3)C2)cc1 (configuration not stated)
29	CC(C)(C)NC(=O)CN(Cc1cccs1)C(=O)c1csnn1
30	Cc1csc(SCC(=O)Nc2cc([N+](=O)[O-])ccc2F)n1
31	Cc1cnc(NC(=O)CCN2C(=O)C3CCCCC3C2=O)s1 (configuration not stated)
32	CCCCn1c(=O)c(-c2ccccc2)c(O)c2ccccc21

entry no.	25	26	27	28	29	30	31	32
Glyco luc inh	2	0	0	1	2	-1	0	1
PDI inh	-8	-5	-78	-2	8	-6	-4	0
Vif imaging	0	-3	-7	7	-5	-1	4	.
CaV13 FRET inh	-5	-6	-9	-5	-6	-5	0	.
aDG glyco up	0.1	0.0	0.7	0.0	-0.2	0.0	-0.2	-0.2
hiPSC survival	-0.8	0.6	-3.5	-0.4	1.1	0.3	-0.4	-0.3
ABCB6 inh MLPCN	104	94	96	98	107	97	95	99
Cardio protect	-5	13	-2	3	5	0	-1	-2
Exocytosis inh	-3	5	-1	13	1	3	1	0
m5-HT2A agonist	0	2	-4	10	2	-2	-4	-1

33	Cc1cccc(OCC(=O)N2CCN(C(=O)c3ccco3)CC2)c1
34	O=C1C=C(c2ccccc2)OC(c2ccccc2)O1 (configuration not stated)
35	C[C@@H]1COc2cccc(N3CCC[C@@H]3CO)c2S(=O)(=O)N1
36	NC(=O)c1ccsc1NC(=O)CS(=O)(=O)c1ccc(Cl)cc1
37	COc1ccc(NC(=O)C(CC(=O)O)C(C)c2ccccc2)cc1 (configuration not stated)
38	CNc1ccc2ncc(-c3ccccc3NC(C)=O)n2n1
39	CCOCCCN(C)C1CCN(C(=O)c2oc3ccccc3c2NC(=O)c2ccc([N+](=O)[O-])cc2)CC1
40	Cc1oc(-c2ccccc2)cc1C(=O)Nc1cccc(C(=O)O)c1

entry no.	33	34	35	36	37	38	39	40
Glyco luc inh	1	-1	.	-1	0	2	-1	-1
PDI inh	-4	-4	.	2	-6	-1	19	-3
Vif imaging	3	-5	.	-4	19	-5	-3	-2
CaV13 FRET inh	2	-3	-7	-15	-7	-7	-7	-8
aDG glyco up	0.0	0.1	0.0	0.7	0.1	-0.3	0.0	0.0
hiPSC survival	-2.9	-0.3	0.6	-0.1	-1.8	0.6	-0.6	0.0
ABCB6 inh MLPCN	101	97	92	97	92	99	103	110
Cardio protect	-1	4	.	4	6	7	4	9
Exocytosis inh	-2	-1	0	-9	0	1	8	1
m5-HT2A agonist	2	-3	2	-4	-2	-1	-7	1

41	O=C(c1cc2cc3ccc(Cl)cc3nc2o1)N1CCCCCC1
42	COc1ccc(C(=O)Nc2cc(OC)cc(OC)c2)cc1
43	CC(C)[C@H](NC(=O)c1ccco1)C(=O)OCC(=O)NC12CC3CC(CC(C3)C1)C2
44	COc1ccc(C(=O)N(C)CC2CCN(CCc3cccc(C(F)(F)F)c3)CC2)cc1C
45	CC(=O)Nc1ccc(S(=O)(=O)N(C)CC(=O)OCC(=O)Nc2cccnc2Cl)cc1
46	COCCNC(=O)c1ccc(NS(C)(=O)=O)cc1
47	O=C(CSc1n[nH]c(-c2ccc(Br)cc2)n1)N1CCOCC1
48	CC1CCCC(C)N1C(=O)COc1ccc([N+](=O)[O-])cc1Cl (configuration not stated)

entry no.	41	42	43	44	45	46	47	48
Glyco luc inh	-2	0	1	4	2	0	1	-1
PDI inh	6	12	-3	-4	7	4	0	4
Vif imaging	0	9	-2	-2	1	1	12	-6
CaV13 FRET inh	.	-4	5	-4	-1	-7	-16	-1
aDG glyco up	0.3	0.3	-0.1	0.2	-0.4	0.1	-0.2	0.5
hiPSC survival	-0.6	-2.4	-0.5	0.0	-0.4	0.7	-0.8	-0.6
ABCB6 inh MLPCN	90	88	100	108	100	99	100	94
Cardio protect	-3	-26	11	-6	9	-2	-1	-5
Exocytosis inh	-5	0	-1	-2	-1	-2	-2	-5
m5-HT2A agonist	-6	3	1	-11	2	4	7	-7

49	CCOC(=O)c1sc(=NC(=O)c2cc(OC)c(OC)c(OC)c2)n(C)c1C
50	COc1ccc(C2=CC3=C(Br)C(=O)C(C)(OC(=O)C4CCCC4)C(=O)C3=CO2)cc1 (configuration not stated)
51	CCC(C)[C@H](NC(=O)Nc1ccccc1F)C(=O)OC (some centres not stated)
52	CC(C)Cc1nc2oc3c(Cl)ncnc3c2c2c1CCC2
53	CCc1ccc(N(CC(=O)N2CCCC2)S(C)(=O)=O)cc1
54	CC(=O)c1ccccc1NC(=O)CSc1nnc(Cc2csc(C)n2)o1
55	Fc1ccc(Nc2cccc3nccnc23)cc1
56	COc1ccc(C(=O)C2CCCN(C(=O)c3cccs3)C2)cc1F (configuration not stated)
57	S=c1[nH]nc(-c2ccncc2)n1Cc1ccccc1
58	COCCNC(=O)C(c1ccco1)N(Cc1ccc(OC)cc1)C(=O)Cn1nnc2ccccc21 (configuration not stated)
59	COc1cccc2cc(C(=O)N(C)C)c(=O)oc12

entry no.	49	50	51	52	53	54	55	56	57	58	59
Glyco luc inh	-1	1	2	1	0	1	-2	0	-1	0	4
PDI inh	-2	-36	-2	-6	8	-10	-3	4	-4	-5	1
Vif imaging	0	3	-3	-12	5	1	3	0	23	-4	4
CaV13 FRET inh	-8	.	-3	-7	-10	-6	-5	-2	-9	.	-5
aDG glyco up	-0.2	0.2	-0.2	0.2	2.3	0.1	-0.1	0.0	0.0	-0.1	-0.3
hiPSC survival	1.4	-2.4	-0.5	1.3	5.2	0.2	-1.0	-0.1	-0.1	-1.7	-0.4
ABCB6 inh MLPCN	104	99	87	90	80	92	107	71*	99	104	100
Cardio protect	-4	5	0	1	2	4	-12	-8	-6	1	0
Exocytosis inh	17	-1	83*	14	5	-4	2	0	-2	-4	0
m5-HT2A agonist	3	-1	0	0	2	3	0	3	2	-5	0

# From PubChem BioAssay
